Screening data: PubChem BioAssay, NMMLSC
RPL19A TOR yeast: modulators of TOR pathway RPL19A-GFP in S. cerevisiae. percent response vs DMSO, % at 10 µM. AID 2025. 0.3% of 330,000 active. S. cerevisiae RPL19A-GFP strain, flow cytometry, 3 h; active compounds read low;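 active means percent response vs DMSO below 50%; inconclusive means fewer than 70 events counted for the yeast strain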;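 further: median channel GFP fluorescence of the barcoded RPL19A-GFP strain; ratio of sample median GFP to plate DMSO average so 100% = DMSO; lower means less RPL19A-GFP as with rapamycin TOR inhibition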
LAP4 TOR yeast: alters LAP4-GFP fluorescence in TOR pathway yeast screen. S. cerevisiae LAP4-GFP multiplex, flow cytometry GFP, 3 h; median GFP as percent of DMSO wells. GFP response vs DMSO, % at 10 µM. 0.34% of 320,000 active;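 active means GFP response vs DMSO above a set limit, about the screen mean plus 3 SD, cut at about 150% in these data; inconclusive means under 70 cell events counted for the yeast strain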
GRK2 aptamer HTS: inhibitors of human GRK2 displacing RNA aptamer; P25098; bead flow cytometry, FAM-aptamer displacement from GRK2; inhibition of aptamer binding, % at 10 µM; 0.59% of 330,000 active;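 active means inhibition of aptamer binding above 40%, roughly 3 SD of noise, on plates passing a quality check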;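 further: median bead fluorescence of bound FAM aptamer so fluorescent compounds give negative values; no value below 0 was filed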
Target sequence (P25098 whole entry, looked up): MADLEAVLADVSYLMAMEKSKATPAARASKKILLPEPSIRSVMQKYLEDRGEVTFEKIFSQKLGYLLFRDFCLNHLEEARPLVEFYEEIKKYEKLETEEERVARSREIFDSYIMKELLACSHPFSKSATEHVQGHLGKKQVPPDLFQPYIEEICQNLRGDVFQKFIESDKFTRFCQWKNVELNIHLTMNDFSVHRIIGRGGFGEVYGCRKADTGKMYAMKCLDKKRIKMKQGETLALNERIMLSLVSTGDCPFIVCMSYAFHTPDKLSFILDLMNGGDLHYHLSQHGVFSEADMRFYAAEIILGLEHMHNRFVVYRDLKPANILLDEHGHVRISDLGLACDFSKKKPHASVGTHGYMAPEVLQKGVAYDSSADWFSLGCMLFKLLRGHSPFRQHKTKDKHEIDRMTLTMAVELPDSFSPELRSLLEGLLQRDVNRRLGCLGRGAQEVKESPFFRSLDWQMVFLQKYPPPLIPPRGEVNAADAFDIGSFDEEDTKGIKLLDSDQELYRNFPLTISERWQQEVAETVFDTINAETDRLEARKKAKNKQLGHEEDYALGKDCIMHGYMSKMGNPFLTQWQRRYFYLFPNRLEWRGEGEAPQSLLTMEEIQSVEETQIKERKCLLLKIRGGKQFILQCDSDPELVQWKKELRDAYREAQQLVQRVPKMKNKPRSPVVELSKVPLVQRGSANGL
MEP2-GFP yeast: modulators of TOR pathway MEP2-GFP in S. cerevisiae; S. cerevisiae MEP2-GFP strain, flow cytometry GFP, 3 h; 100% = DMSO control level; GFP response vs DMSO, % at 10 µM; 0.51% of 330,000 active; AID 2016;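 active means GFP response versus DMSO above a set limit, roughly screen mean plus 3 SD, cut at about 180% in these data; inconclusive means fewer than 70 cells counted for a yeast strain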;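 further: median GFP fluorescence of the barcode-gated MEP2-GFP cells per well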
CIT2-GFP yeast: modulators of TOR pathway CIT2-GFP in S. cerevisiae; S. cerevisiae CIT2-GFP strain, flow cytometry, 3 h; 100 means same as DMSO wells; GFP response vs DMSO, % at 10 µM; 0.065% of 320,000 active;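 active means GFP response relative to DMSO above a set limit, near the screen mean plus 3 SD, cut at about 150% in these data; inconclusive means Fewer than 70 cells measured for a yeast strain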;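 further: ratio of well median GFP fluorescence to mean of DMSO wells on the plate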
AGP1-GFP MLPCN: alters AGP1-GFP fluorescence in TOR pathway yeast screen; 0.02% of 320,000 active; S. cerevisiae AGP1-GFP multiplex flow cytometry, 3 h; GFP as percent of DMSO wells; GFP response vs DMSO, % at 10 µM;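 active means GFP response relative to DMSO above a set limit, near screen average plus 3 SD, cut at about 150% in these data; inconclusive means fewer than 70 cells counted for the yeast strain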;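 further: median GFP channel fluorescence of the gated AGP1 strain per well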
Yeast superoxide: lowers age-related superoxide in aged yeast cells; S. cerevisiae aged cells, superoxide DHE fluorescence; active compounds read low; superoxide response (% of plate mean), % at 10 µM; 0.18% of 330,000 active; AID 2690;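 active means superoxide response under a set limit, about three screen SD below normal, cut at about 65% in these data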;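 further: yeast aged for seven days with compound at 30 °C before DHE staining; 100% = average MFI of all compound-treated wells on the plate with controls excluded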
VLA-4 inh: inhibition in a human VLA-4 binding assay | P13612 | VLA-4 expressing cells, ligand binding flow cytometry | inhibition, % (about 7 µM as worked out from the volumes in the protocol) | 0.2% of 330,000 active | AID 2557; in the data active means inhibition above about 50%
Active calls of the source: *; ? = inconclusive.

no.	Molecule	AGP1-GFP MLPCN	GRK2 aptamer HTS	LAP4 TOR yeast	MEP2-GFP yeast	Yeast superoxide	VLA-4 inh	CIT2-GFP yeast	RPL19A TOR yeast
1	COc1ccc(NC(=O)NNC(=O)c2ccc3ccccc3c2O)cc1OC	99	0	94	100	107	8	100	98
2	CCCCCSc1nc(C)c(CC(=O)O)c(=O)[nH]1	103	0	98	116	90	2	111	98
3	Cc1ccc(S(=O)(=O)N2CCCC2C(=O)NC2CCCCC2)cc1 (stereo not drawn)	102	0	102	104	100	-3	100	104
4	Cn1c(N)c(C(=O)COC(=O)c2ccccc2C(F)(F)F)c(=O)n(C)c1=O	102	0	106	92	100	8	107	99
5	O=C(Cn1ccc2ccccc2c1=O)NCCC(=O)Nc1ccc(F)cc1F	101	1	97	110	108	-6	104	101
6	Cc1ccc(-n2nnnc2SCC(=O)Nc2ncc(Cc3ccccc3Cl)s2)cc1	94	2	96	93	96	12	99	97
7	O=C(OCc1nc(-c2ccccc2)oc1COC(=O)c1ccco1)c1ccco1	94	2	117	102	95	-6	92	95
8	COc1ccc(CN2C(=O)C(Cc3ccccc3)Nc3ncnc(N4CCc5ccccc5C4)c32)cc1 (stereo not drawn)	88	0	109	95	99	2	92	99
9	Cc1ccc(N=Nc2c(N)nn3c(C)cc(C)nc23)cc1	83	15	89	102	115	-9	84	93
10	Oc1oc(-c2ccccc2Br)nc1/C=N/c1ccccn1	83	0	117	91	88	12	71	94
11	CC1(C)CC(N=Cc2c(O)n(Cc3ccc4c(c3)OCO4)c(=O)c3ccccc23)CC(C)(C)N1	83	0	93	98	107	5	88	88
12	CCN(CC)C(=O)CC(c1ccc(N(C)C)cc1)c1c(OC)cc(OC)c2c(-c3ccccc3)cc(=O)oc12 (stereo not drawn)	99	1	100	102	101	-7	96	100

Following part:
no.	Molecule	AGP1-GFP MLPCN	GRK2 aptamer HTS	LAP4 TOR yeast	MEP2-GFP yeast	Yeast superoxide	VLA-4 inh	CIT2-GFP yeast	RPL19A TOR yeast
13	O=C(CC1C(=O)NCCN1Cc1cccc(Oc2ccccc2)c1)NCCn1cccn1 (stereo not drawn)	104	0	94	104	87	13	102	104
14	Cn1c(=O)c2c(SCc3ccccc3)nc(C3CC3)nc2n(C)c1=O	108	1	108	99	105	-1	102	99
15	COc1ccc2cc(C3c4cc(OC)c(OC)cc4CCN3C(=O)c3ccco3)c(=O)[nH]c2c1 (stereo not drawn)	103	1	102	102	101	6	106	100
16	CN1CCN(CCCNC(=O)c2ccc3c(c2)N(Cc2ccc(F)cc2)CCS3)CC1	95	0	99	94	94	13	91	97
17	COc1ccc(CCN2CCCC(CN(C)Cc3cc(OC)c(OC)c(OC)c3)C2)cc1 (stereo not drawn)	104	0	95	108	91	12	101	104
18	Cc1ccc(C2=NC3(CCCCC3)NC2=S)cc1	97	10	99	99	104	8	101	102
19	Cc1c(N/N=C(\C#N)C(=O)c2ccc(Cl)cc2)c(=O)n(-c2ccccc2)n1C	99	0	104	100	105	5	99	97
20	O=C(COC(=O)COc1ccc(Br)cc1)NCc1ccc2c(c1)OCO2	106	2	97	106	90	10	119	103
21	CCn1c(SCc2c(Cl)cccc2Cl)nc2nc3c(cc2c1=O)CCCC3	109	8	109	112	106	6	97	104
22	CC1CCc2c(sc3ncn(CC(=O)N=Nc4c(O)[nH]c5ccccc45)c(=O)c23)C1 (stereo not drawn)	110	2	102	102	108	13	103	104
23	Cc1ccc(Cn2cc(S(=O)(=O)c3ccc(Cl)cc3)c(=O)c3cc(F)ccc32)cc1	102	0	93	102	106	16	97	101
24	CC(C)(O)c1[nH]c2cc(F)ccc2c1C(C)(C)O	81	0	110	94	104	0	73	99

Arranged by the number under AGP1-GFP MLPCN (largest number first): three from the list above.
item	Compound	AGP1-GFP MLPCN
14	Cn1c(=O)c2c(SCc3ccccc3)nc(C3CC3)nc2n(C)c1=O	108
5	O=C(Cn1ccc2ccccc2c1=O)NCCC(=O)Nc1ccc(F)cc1F	101
6	Cc1ccc(-n2nnnc2SCC(=O)Nc2ncc(Cc3ccccc3Cl)s2)cc1	94

A different layout for part of the listing above:
[16] CN1CCN(CCCNC(=O)c2ccc3c(c2)N(Cc2ccc(F)cc2)CCS3)CC1
  AGP1-GFP MLPCN: 95
  GRK2 aptamer HTS: 0
  LAP4 TOR yeast: 99
  MEP2-GFP yeast: 94
  Yeast superoxide: 94
  VLA-4 inh: 13
  CIT2-GFP yeast: 91
  RPL19A TOR yeast: 97
[17] COc1ccc(CCN2CCCC(CN(C)Cc3cc(OC)c(OC)c(OC)c3)C2)cc1 (stereo not drawn)
  AGP1-GFP MLPCN: 104
  GRK2 aptamer HTS: 0
  LAP4 TOR yeast: 95
  MEP2-GFP yeast: 108
  Yeast superoxide: 91
  VLA-4 inh: 12
  CIT2-GFP yeast: 101
  RPL19A TOR yeast: 104

Next section
no.	Molecule	AGP1-GFP MLPCN	GRK2 aptamer HTS	LAP4 TOR yeast	MEP2-GFP yeast	Yeast superoxide	VLA-4 inh	CIT2-GFP yeast	RPL19A TOR yeast
25	O=C(/C=C/c1ccccc1[N+](=O)[O-])Nc1ccccc1	101	4	98	105	101	-3	100	104
26	Cc1ccc(NC(=O)CN2c3cccc4cccc(c34)S2(=O)=O)cc1S(=O)(=O)N1CCOCC1	88	3	84	101	103	15	92	95
27	Cc1cccc(OCC(=O)Nc2ccc(S(=O)(=O)N3CCN(C)CC3)cc2)c1	92	0	94	98	108	3	90	96
28	COC(=O)Cc1ccc(NC(=S)NCc2ccccc2)cc1	110	0	107	103	81	10	103	106
29	Cc1ccc(C(=O)C(C)N2C(=O)NC(C)(c3ccccc3)C2=O)cc1 (stereo not drawn)	100	1	111	108	93	-6	78	97
30	Cc1ccc(NC(=O)CSCc2ccco2)cc1	99	1	106	110	93	11	98	108
31	CCOc1ccc(C(C)NC(=O)Cc2ccccc2F)cc1OCC (stereo not drawn)	121	68*	104	103	97	8	107	107
32	O=C(CNC(=O)c1ccc(Cl)cc1)NNC(=O)c1ccc(Br)cc1	112	0	126	115	108	4	93	108
33	Cc1ccccc1OCCn1cc(/C(N)=N/O)c2ccccc21	104	0	99	101	92	5	97	98
34	Cc1ccc(SCc2nc(N)nc(Nc3ccccc3C)n2)c(C)c1	96	1	93	105	101	5	95	101
35	CC(C(=O)N1CCOCC1)N1C(=O)c2cccc3cccc(c23)C1=O (stereo not drawn)	95	0	94	103	88	2	98	102
36	COc1cccc2c(N/N=C/c3ccccc3)cc(C)nc12	107	1	114	107	112	7	93	99

New compounds follow.
no.	Molecule	AGP1-GFP MLPCN	GRK2 aptamer HTS	LAP4 TOR yeast	MEP2-GFP yeast	Yeast superoxide	VLA-4 inh	CIT2-GFP yeast	RPL19A TOR yeast
37	Cc1ccc(NC(=O)/C=C/c2ccc([N+](=O)[O-])s2)c(C)c1	97	0	111	117	97	-88	92	99
38	Cc1ccccc1OCCn1c(=O)oc2ccccc21	96	0	106	103	103	8	87	105
39	CCCNC(=O)C1(O)c2cc(Br)ccc2NC(=O)N1c1ccc(Cl)cc1 (stereo not drawn)	100	1	93	98	111	0	100	100
40	CCOC(=O)N1CCC2(CC1)C(C#N)=C(N)OC1=C2C(=O)CCC1	93	0	100	102	100	-5	98	96
41	COc1cccc(CNC(=O)Cn2c(=O)oc3cc(S(=O)(=O)N4CCCCC4)ccc32)c1	99	0	91	93	101	6	101	98
42	Cc1ccccc1-c1cc(C(=O)NCC2CC2)n(CC2CC(c3cccnc3)=NO2)n1 (stereo not drawn)	92	0	93	102	108	16	103	104
43	CCCCCOC(=O)Nc1ccc(S(=O)(=O)Nn2cnnc2)cc1	105	0	101	102	96	8	106	99
44	COc1cc(C(=O)Nc2nnc(C)s2)cc(OC)c1OC	99	5	99	98	85	14	109	100
45	Cc1cc(=O)n2nc(N3CCCC(C(=O)NCc4ccco4)C3)sc2n1 (stereo not drawn)	103	3	104	102	96	5	97	98
46	CCCCn1c(=N)n(CC(=O)c2ccc(Br)s2)c2ccccc21	94	37	95	100	106	-4	102	101
47	COc1cc(C(=O)Nc2cc(-c3ccccc3)[nH]n2)cc(OC)c1OC	106	7	106	104	98	4	105	105
48	CCNC(=O)CC1C(=O)N(c2ccccc2)C(=O)N1CCOC (stereo not drawn)	103	7	99	99	101	8	104	97

(cont.)
no.	Molecule	AGP1-GFP MLPCN	GRK2 aptamer HTS	LAP4 TOR yeast	MEP2-GFP yeast	Yeast superoxide	VLA-4 inh	CIT2-GFP yeast	RPL19A TOR yeast
49	CCC(=O)Nc1cccc(C2=NOC3(C2)C[C@@H](C(N)=O)N(C(=O)c2ccccc2C(=O)c2ccccc2)C3)c1 (stereo partly drawn)	93	0	108	95	97	20	112	101
50	CC(=O)c1c(C)nc(-c2ccc(OCC(=O)Nc3ccccc3)cc2)n1O	87	14	94	93	109	0	95	88
51	COc1cc(OC)c(-c2nnc3n(CCc4ccccc4)c(=O)c4ccccc4n23)cc1OC	103	1	97	107	95	8	106	98
52	COCCCNC(=O)/C(C#N)=C/c1c(N2CCN(c3cccc(Cl)c3)CC2)nc2c(C)cccn2c1=O	100	3	93	104	110	-2	104	101
53	Cc1ccc(C(=O)Nc2cc(Cl)ccc2Oc2ccccc2)cc1[N+](=O)[O-]	99	0	99	106	106	4	103	103
54	COC(=O)c1c(N2C(=O)Nc3ccccc3N2O)sc2c1CCCC2	94	1	95	96	87	0	86	95
55	O=C(CCCCCn1c(=O)[nH]c2ccccc2c1=O)NCCCN1CCN(c2ccccc2F)CC1	99	0	108	107	108	1	106	100
56	CCOC(=O)CNC(=O)CSc1nc(-c2cccc(C)c2)ns1	105	3	108	96	104	8	95	98
57	COc1cccc(CNC(=O)c2ccc(NC(=O)C3=CSCCO3)cc2)c1	99	1	95	104	94	15	99	99
58	CCc1cccc(Oc2nn[nH]n2)c1	106	1	101	99	129	7	117	103
59	CC(C)(C)NC(=O)/C(=C/c1ccccc1F)NC(=O)c1ccc([N+](=O)[O-])cc1	111	0	108	106	101	-7	111	103
60	CC(C)[C@H](NC(=O)C1CCCC1)c1nc2ccccc2[nH]1	?	1	?	?	91	11	?	?
61	O=C(CCCN1C(=O)CCC1=O)Nc1ccc2c(c1)OCO2	95	3	96	96	107	-7	93	94
